All columns: NCI-60 one-dose screen, growth in % after 48 h at 10 µM unless noted; 100 = growth as untreated, 0 = no growth, -100 = all killed.
MCF7 – MCF7 breast cancer; 6.3% of 82,000 active
HS 578T – HS 578T breast cancer; 4.1% of 78,000 active
T-47D – T-47D breast cancer. 5% of 79,000 active. AID 1794792
MDA-MB-231 – MDA-MB-231 breast cancer; 5% of 81,000 active; AID 1794789
MDA-MB-468 – MDA-MB-468 breast cancer; AID 2202374; 8.5% of 78,000 active
MALME-3M – MALME-3M melanoma | 5.8% of 78,000 active | AID 1794766
BT-549 – BT-549 breast cancer; 4.4% of 78,000 active; AID 1794793
LOX IMVI – LOX IMVI melanoma; 7.4% of 79,000 active
The depositor's hits bear a star; . = no result given; & = joins results of further samples. The calls were made as follows: active = growth percent below 10; inactive = the rest.

Assay codes – A = MCF7; B = HS 578T; C = T-47D; D = MDA-MB-231; E = MDA-MB-468; F = MALME-3M; G = BT-549; H = LOX IMVI
1	CC(=O)OC[C@H]1O[C@@H](NS(N)(=O)=O)C(OC(C)=O)C(OC(C)=O)C1OC(C)=O (stereo partly specified)
  A: 98; B: 102; C: 123; D: 113; E: 106; F: 114; G: .; H: 95
2	N#CSCC1CC(O)(c2ccccc2)C(c2ccccc2)C(c2ccc(F)cc2)O1 (stereo unspecified)
  A: 5.6*; B: -11*; C: 9.2*; D: -4.7*; E: -13*; F: -11*; G: 5.7*; H: -1.6*
3	COc1ccc(Cl)cc1C/C=N/NC(=O)c1cccc(C)c1O
  A: 58; B: 110; C: 99; D: 92; E: 93; F: 82; G: 106; H: 58
4	COC(=O)/C(C#N)=C1/CCC(NC(=O)Cc2ccc(Cl)cc2Cl)N1C (stereo unspecified)
  A: 90; B: 91; C: 93; D: 113; E: 100; F: 96; G: 99; H: 94
5	CN(C)c1ccc(/C=C/C(=O)c2ccc(NC(=O)CN3C(=O)NC(C)(c4ccccc4)C3=O)cc2)cc1 (stereo unspecified)
  A: 12; B: 78; C: 22; D: 68; E: 7.0*; F: 80; G: 50; H: 41
6	CC(=O)C1=NN(c2ccc(Cl)cc2)C(=O)CN1C
  A: 96; B: 107; C: 97; D: 105; E: 102; F: 107; G: 97; H: 98
7	CCCN1CCC(=O)NC1=S
  A: 103&105; B: 118&111; C: 113&109; D: 111&106; E: 106&103; F: 112&106; G: .; H: 97&114
8	Cc1ccc(C#CC(C)(O)C(C)(C)C)cn1 (stereo unspecified)
  A: 92; B: 104; C: 98; D: 116; E: 96; F: 116; G: 110; H: 111
9	C#C[C@]1(O)CC[C@H]2[C@@H]3CC=C4c5sc(N(C)c6ccccc6)nc5CC[C@]4(C)[C@H]3CC[C@@]21C
  A: 67; B: 90; C: 75; D: 99; E: 76; F: 110; G: 75; H: 68
10	CCNC(=O)C1CCCN1C(=O)C(CCCN=C(N)N)NC(=O)C(CC(C)C)NC(=O)C(CC(C)C)NC(=O)C(Cc1ccc(O)cc1)NC(=O)C(CO)NC(=O)C(Cc1c[nH]c2ccccc12)NC(=O)C(Cc1cnc[nH]1)NC(=O)C1CCC(=O)N1 (stereo unspecified)
  A: 86; B: 81; C: 104; D: 112; E: 87; F: 122; G: 113; H: 95

An excerpt of these results, with one line to a screen:
1) CC(=O)OC[C@H]1O[C@@H](NS(N)(=O)=O)C(OC(C)=O)C(OC(C)=O)C1OC(C)=O (stereo partly specified)
2) N#CSCC1CC(O)(c2ccccc2)C(c2ccccc2)C(c2ccc(F)cc2)O1 (stereo unspecified)
3) COc1ccc(Cl)cc1C/C=N/NC(=O)c1cccc(C)c1O
4) COC(=O)/C(C#N)=C1/CCC(NC(=O)Cc2ccc(Cl)cc2Cl)N1C (stereo unspecified)
5) CN(C)c1ccc(/C=C/C(=O)c2ccc(NC(=O)CN3C(=O)NC(C)(c4ccccc4)C3=O)cc2)cc1 (stereo unspecified)
6) CC(=O)C1=NN(c2ccc(Cl)cc2)C(=O)CN1C
Assay by compound	1	2	3	4	5	6
MCF7	98	5.6*	58	90	12	96
HS 578T	102	-11*	110	91	78	107
T-47D	123	9.2*	99	93	22	97
MDA-MB-231	113	-4.7*	92	113	68	105
MDA-MB-468	106	-13*	93	100	7.0*	102
MALME-3M	114	-11*	82	96	80	107
BT-549	.	5.7*	106	99	50	97
LOX IMVI	95	-1.6*	58	94	41	98

The list goes on:
Assay codes – A = MCF7; B = HS 578T; C = T-47D; D = MDA-MB-231; E = MDA-MB-468; F = MALME-3M; G = BT-549; H = LOX IMVI
11	CC(=O)c1sc(-c2cccc(C(F)(F)F)c2)cc1O
  A: 95; B: 94; C: 92; D: 98; E: 103; F: 89; G: 109; H: 99
12	CC1CN(c2c(F)c(N)c3c(=O)c(C(=O)O)cn(C4CC4)c3c2F)C[C@H](C)N1 (stereo partly specified)
  A: 91; B: 107; C: 101; D: 116; E: 109; F: 113; G: 104; H: 94
13	CCN(CC)C(CC(=O)c1ccccc1)C(=O)c1ccccc1 (stereo unspecified)
  A: 53; B: 113; C: 78; D: 110; E: 56; F: 104; G: 102; H: 89
14	CCOC(=O)/C(C#N)=C/c1ccc(O)cc1
  A: 102; B: 109; C: 95; D: 106; E: 106; F: 102; G: .; H: 101
15	COc1cc2cc(c1Cl)N(C)C(=O)C[C@H](OC(=O)[C@H](C)N(C)C(=O)CCS)C[C@]1(C)O[C@H]1[C@H](C)[C@@H]1C[C@@](O)(NC(=O)O1)[C@H](OC)/C=C/C=C(\C)C2
  A: 11; B: 21; C: 61; D: 18; E: 42; F: 64; G: 22; H: 14
16	N#Cc1cnc(=S)n(-c2cc(C(F)(F)F)cc(C(F)(F)F)c2)c1N
  A: 87; B: 102; C: 94; D: 97; E: 95; F: 96; G: 111; H: 96
17	O=C(Nc1ccc(S(=O)(=O)O)cc1)c1ccco1
  A: 103; B: 112; C: .; D: 102; E: 105; F: 107; G: 114; H: 103
18	COc1ccc(-n2ncc3c4nc(OC)c(S(=O)(=O)c5ccccc5)cc4ccc32)cc1
  A: 88; B: 43; C: 57; D: 76; E: 52; F: 57; G: 53; H: 86
19	CC(C)(C#N)N1CCN(c2ccccc2Cl)CC1
  A: 106; B: 96; C: 102; D: 110; E: 103; F: 91; G: 98; H: 87
20	O=C(NC1CCCCC1)c1ccc(Cl)cc1
  A: 104; B: 106; C: 85; D: 113; E: 104; F: 106; G: .; H: 97
21	O=C(CCCCCCn1cc(-c2ccc(O[C@H]3OC(CO)[C@@H](O)C(O)[C@H]3O)cc2)nn1)NO (stereo partly specified)
  A: 101; B: 88; C: 92; D: 89; E: 90; F: 95; G: 94; H: 100
22	O=C(CS(=O)(=O)c1ccccc1)c1cc2cc(Br)ccc2o1
  A: 97; B: 95; C: 89; D: 96; E: 107; F: 106; G: 92; H: 94
23	CCOC(=O)CNP(=O)(OC[C@H](Cc1ccccc1)NC(=O)c1cc2ccccc2s1)Oc1ccccc1 (stereo partly specified)
  A: 83; B: 99; C: 66; D: 89; E: 77; F: 86; G: 95; H: 101
24	CCC(C)[C@@H]1NC(=O)[C@H](C(C)C)NC(=O)/C(C)=C/C(C)CC(C)CC(C)CC(C)CCC(C)OC1=O (stereo partly specified)
  A: 93; B: 113; C: 78; D: 87; E: 54; F: 110; G: 104; H: 83
25	Nc1ccc(CC[C@H]2CCC/C=C/[C@@H]3C[C@H](O)C[C@H]3[C@H](O)/C=C/C(=O)O2)cc1
  A: -45*; B: 40; C: 10; D: -80*; E: -27*; F: -14*; G: 12; H: -74*
26	O=C(O)c1cn(C2CC2)c2cc(N3CCN(Cn4nc(-c5ccc6ccccc6c5)n(-c5ccccc5)c4=S)CC3)c(F)cc2c1=O
  A: 88; B: 95; C: .; D: 107; E: 114; F: 100; G: 87; H: 98
27	CC1(C)CC[C@]2(C(=O)N3CCOCC3)CC[C@]3(C)C(=CC[C@@H]4[C@@]5(C)CC[C@H](OC(=O)c6cccnc6)C(C)(C)[C@@H]5CC[C@]43C)[C@@H]2C1
  A: 67; B: 87; C: 55; D: 70; E: 46; F: 89; G: 72; H: 28
28	O=C(Cc1ccc(CNC(=O)c2ccccc2)cc1)NO
  A: 85; B: 94; C: 60; D: 107; E: 95; F: 78; G: 100; H: 91
29	COc1ccc(COc2ccc(Nc3nc(N)nc4[nH]c5ccc(O)cc5c34)cc2)cc1
  A: 69; B: 86; C: 37; D: 83; E: 76; F: 104; G: 88; H: 67
30	COc1ccc(C(=O)Nc2ncc(Cc3cccc(Cl)c3)s2)cc1OC
  A: 11; B: 31; C: 3.8*; D: 39; E: -1.5*; F: 48; G: 51; H: 7.3*
31	CC(C)N(C(=O)Cc1ccccc1)C(C)C
  A: 98; B: 99; C: 106; D: 107; E: 106; F: 97; G: .; H: 99
32	CCCC1(CCC)c2ccccc2C(CCl)(OCC)c2ccccc21
  A: 93; B: 102; C: 77; D: 93; E: 90; F: 108; G: 102; H: 83
33	c1ccc(NCc2ccco2)cc1
  A: 101; B: 106; C: 98; D: 102; E: 125; F: 118; G: 105; H: 107
34	C=CCNc1nc2c(s1)C1=CC[C@H]3[C@@H]4CC[C@H]([C@H](C)CCCC(C)C)[C@@]4(C)CC[C@@H]3[C@@]1(C)CC2
  A: .; B: 105; C: 96; D: 114; E: 101; F: 106; G: 120; H: 100
35	O=C(N/N=C/c1cc2ccccc2c2ccccc12)c1cc(O)c(O)c(O)c1
  A: 68; B: 75; C: 2.6*; D: 68; E: 65; F: 49; G: 49; H: 47
36	CC/C(=C\c1ccc(O)c(O)c1)C(=O)NC(Cc1ccccc1)C(=O)C(=O)NCc1ccccc1 (stereo unspecified)
  A: 91; B: 94; C: 96; D: 96; E: 88; F: 98; G: 94; H: 88
37	FC(F)(F)c1ccc2c(Nc3cccc(C4CC(c5ccc6c(c5)OCO6)=NN4c4cc(Cl)cc(Cl)c4)c3)ccnc2c1 (stereo unspecified)
  A: 86; B: 99; C: 92; D: 91; E: 97; F: 92; G: 100; H: 98
38	COC(=O)C(Cc1ccccc1)n1cc(COc2nc(Cl)nc(N3CCCC3)n2)nn1 (stereo unspecified)
  A: 92; B: 106; C: 106; D: 100; E: 95; F: 104; G: 99; H: 100
39	Cc1cc(=O)oc2cc(Oc3nc(-c4ccccc4)cn4c(-c5ccccc5)cnc34)ccc12
  A: 50; B: 59; C: 38; D: 50; E: 44; F: -9.8*; G: 83; H: 56
40	Nc1nc(NC2CC2)cc(-c2cccc(Cl)c2Cl)n1
  A: 20; B: 65; C: 32; D: 67; E: 31; F: 64; G: 55; H: 41
41	O=C(c1ccccc1)C1Oc2ccccc2C1O (stereo unspecified)
  A: 90; B: 104; C: 95; D: 94; E: 92; F: 101; G: 94; H: 103
42	CN1CCN(c2ccc(/C=N/n3cnc4oc(-c5ccccc5)cc4c3=N)cc2)CC1
  A: 81; B: 64; C: 84; D: 65; E: 98; F: 113; G: 90; H: 61
43	Clc1ccc(C2CC(c3ccccc3)=NN2Cn2nnc3ccccc32)cc1 (stereo unspecified)
  A: 81; B: 101; C: 68; D: 91; E: 97; F: 86; G: 64; H: 97
44	NS(=O)(=O)c1ccc(N2N=C(c3ccc(NC(=S)Nc4ccccc4)cc3)CC2c2ccc(Br)cc2)cc1 (stereo unspecified)
  A: 32; B: 59; C: 42; D: 37; E: 52; F: 55; G: 67; H: 18
45	O=C1CCC(=O)N1c1ccccc1
  A: 113; B: 110; C: 95; D: 108; E: 112; F: 103; G: 107; H: 102
46	CCOC(=O)c1cc(Sc2ccccc2)nc2ccccc12
  A: 109; B: 85; C: 85; D: 91; E: 101; F: 129; G: 92; H: 88
47	CCc1nn2c(-c3ccccc3)c(-c3cc(OC)c(OC)c(OC)c3)nc2s1
  A: 61; B: 70; C: 72; D: 77; E: 66; F: 62; G: 111; H: 88
48	CCOC(=O)C1=C(C(=O)OCC)N(c2ccc(OC)cc2)C(N)=C(C#N)C1c1cc(=O)[nH]c2ccccc12 (stereo unspecified)
  A: 98; B: 84; C: 87; D: 93; E: 86; F: 93; G: 106; H: 95
49	COc1cccc2c1CCC1=CC(=O)CCC12C (stereo unspecified)
  A: 109; B: 109; C: 93; D: 101; E: 120; F: .; G: 99; H: 97
50	Clc1ccc2c(c1)CC1C[C@@H](/C=C/c3ccccc3)N2O1 (stereo partly specified)
  A: 81; B: 107; C: 88; D: 86; E: 95; F: .; G: 100; H: 91
51	O=C(NCn1c(=O)[nH]c2ccccc2c1=O)OC1CCCCC1
  A: 89; B: 82; C: 85; D: 87; E: 87; F: 87; G: 91; H: 86
52	CC(=O)CC(=O)Nc1ncccn1
  A: 97; B: 100; C: 87; D: 104; E: 86; F: 109; G: 100; H: 93
53	CC(=O)OCC1C2C=CC(C2)C1COC(C)=O (stereo unspecified)
  A: 109; B: 108; C: 95; D: 105; E: 115; F: 103; G: .; H: 105
54	Cc1ccccc1Cc1cnc(Nc2ccccn2)s1
  A: 86; B: 103; C: 80; D: 97; E: 95; F: 102; G: 104; H: 96
55	O=C1/C(=C2\SC(=S)N(C3CCCCC3)C2=O)SC(=S)N1C1CCCCC1
  A: 102; B: 100; C: 91; D: 106; E: 112; F: 99; G: 108; H: .
56	Nc1ccc2cc(Cl)ccc2c1
  A: 81; B: 96; C: 92; D: 83; E: 111; F: 109; G: 101; H: 88
57	COC(=O)C(Cc1ccc(O)cc1)NS(=O)(=O)Cc1ccccc1 (stereo unspecified)
  A: 97; B: 99; C: 109; D: 115; E: 91; F: 96; G: 116; H: 101

Screening data (PubChem)
